OPRM1-OPRD1 ag: OPRM1-OPRD1 heterodimerization agonism. hit rate 0.3% among 340,000. activation, % at 9.3 µM. cells, luminescence. P35372+P41143; in the data active = activation above about 18%;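 also: 0% = vehicle-treated cells and 100% = reference agonist; values of inactives mirror those of a sister screen read the other way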
Target sequence (P35372 whole entry, looked up): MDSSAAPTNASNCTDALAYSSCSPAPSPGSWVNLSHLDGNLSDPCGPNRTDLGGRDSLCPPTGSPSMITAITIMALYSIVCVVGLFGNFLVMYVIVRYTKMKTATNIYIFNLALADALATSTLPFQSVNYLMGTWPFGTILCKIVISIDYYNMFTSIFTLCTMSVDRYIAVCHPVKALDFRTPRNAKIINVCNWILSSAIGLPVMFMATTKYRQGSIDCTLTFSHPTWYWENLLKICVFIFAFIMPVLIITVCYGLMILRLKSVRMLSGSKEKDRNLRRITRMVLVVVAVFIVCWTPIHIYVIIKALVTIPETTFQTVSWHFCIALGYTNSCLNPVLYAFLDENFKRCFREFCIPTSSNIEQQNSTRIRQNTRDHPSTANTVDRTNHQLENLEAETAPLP
Target sequence (P41143 whole entry, looked up): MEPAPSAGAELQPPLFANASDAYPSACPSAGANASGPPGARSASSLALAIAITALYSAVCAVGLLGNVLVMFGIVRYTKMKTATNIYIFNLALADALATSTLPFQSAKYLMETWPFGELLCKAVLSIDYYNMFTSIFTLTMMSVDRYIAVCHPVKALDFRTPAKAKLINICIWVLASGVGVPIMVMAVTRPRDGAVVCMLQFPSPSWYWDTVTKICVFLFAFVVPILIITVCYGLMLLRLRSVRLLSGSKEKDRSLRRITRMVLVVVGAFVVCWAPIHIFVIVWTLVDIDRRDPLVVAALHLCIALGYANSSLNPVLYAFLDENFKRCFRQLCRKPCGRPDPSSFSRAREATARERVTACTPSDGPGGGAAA
OPRM1-OPRD1 inv: inverse agonists of human mu-delta opioid receptor heterodimerization; P35372+P41143; cell-based MOR-DOR heterodimer luminescence, inverse agonism; hit rate 0.21% among 340,000; inhibition, % at 9.3 µM; in the data active = inhibition above about 22%, passing the limit was not always enough;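 also: 0% = cells with DMSO and 100% = wells without cells with DMSO; values of inactives mirror those of a sister screen read the other way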
LANA DNA inh: blocks KSHV LANA C-terminal domain binding to DNA. MBP-C-LANA/FAM-LBS DNA binding, fluorescence polarization. inhibition, % at 9 µM. hit rate 0.078% among 340,000. AID 504423;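 active = highest replicate inhibition at or above 60% at 9 µM, even if other replicates fall short; inactive = all replicates below 60% inhibition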;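 also: 0% = neutral control wells and 100% = 4 µM acridine orange control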
RTF Ca sens inh: cardiac RTF calcium desensitization; P19429+P45379; IANBD-labeled cardiac RTF, Ca2+ fluorescence; inhibition, % at 7.15 µM; hit rate 0.12% among 340,000; AID 493244;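 active = inhibition above the mean inhibition of all tested compounds plus 3 SD, cut at about 17% in these data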;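 also: assay run at fixed EC70 calcium of 1.6 mM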
Keap1-Nrf2 PPI: disrupts human Keap1 binding to Nrf2 peptide; Keap1 Kelch-Nrf2 peptide fluorescence polarization, 1536-well; inhibition, % at 9.4 µM; AID 504523; Q14145; hit rate 0.15% among 340,000; in the data active = inhibition above about 12%;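 also: human Keap1 Kelch domain with fluorescein labeled Nrf2 9mer peptide probe; 0% = neutral control wells and 100% = peptide positive control; higher means more block of Keap1 binding to Nrf2 peptide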
V-ATPase pHluor: alters yeast V-ATPase proton transport; hit rate 0.37% among 350,000; S. cerevisiae, pHLuorin cytosolic pH fluorescence; response, % at 10 µM; in the data active = response mostly above about 7.3%, no sharp cut-off; inactive = mostly below about 5.4%; also: actives read high; inactives centre near 0; some compounds called inactive have numbers as strong as hits; reference of the scale not given here
HTR5A inv ag: inverse agonist of human HTR5A in OPRM1-OPRD1 counter-screen; hit rate 0.083% among 340,000; HTR5A cell line, luminescence, inverse agonism; inhibition, % at 9.3 µM; AID 504634; P47898; in the data active = inhibition mostly above about 23%, no sharp cut-off; inactive = mostly below about 18%;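 also: 0% = cells with DMSO and 100% = no-cell wells with DMSO; some compounds called inactive have numbers as strong as hits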
HTR5A ag ctr: HTR5A agonism, opioid heterodimer counter-screen | HTR5A agonist assay, luminescence, cell-based | activation, % at 9.3 µM | P47898 | hit rate 0.61% among 340,000; in the data active = activation mostly above about 9.5%, no sharp cut-off; inactive = mostly below about 7.6%;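 also: 0% = cells with vehicle only and 100% = reference agonist; strong numbers were not always called active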
RTF Ca sens act: cardiac RTF calcium sensitization | AID 493008 | hit rate 0.24% among 340,000 | IANBD-labeled TnC RTF fluorescence at EC20 calcium; 0% EC20 calcium, 100% full calcium | P19429+P45379 | activation, % at 7.2 µM;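 active = activation above the mean over all tested compounds plus 3 SD, cut at about 30% in these data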;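 also: rise in fluorescence read as greater calcium sensitivity of cardiac thin filaments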
CAL PDZ FP: inhibitors of human CAL PDZ peptide binding. Q9HD26. purified CAL PDZ, TMR-peptide fluorescence polarization, 1 h. inhibition, % at 24.9 µM. hit rate 0.92% among 300,000;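 active = mean inhibition of at least 30% with at least half of replicates also reaching 30%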;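 also: 0% = DMSO neutral control and 100% = excess unlabeled competitor peptide PRC23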
The depositor's hits bear a star; x = not tested or not shown.

SMILES	OPRM1-OPRD1 ag	OPRM1-OPRD1 inv	LANA DNA inh	RTF Ca sens inh	Keap1-Nrf2 PPI	V-ATPase pHluor	HTR5A inv ag	HTR5A ag ctr	RTF Ca sens act	CAL PDZ FP
Nc1cc(C(=O)OCC(=O)NCCCc2ccccc2)ccc1Cl	-0.6	3	0.4	-5	0	-4	-9	2	-5	-2
Nc1nc(SCC(=O)N2N=C(c3ccc(Cl)cc3)CC2c2ccco2)n[nH]1 (stereo not drawn)	-4.6	25	-0.5	5	-10	0	-26	9	0	-4
O=C(CN1C(=O)c2cccc3cccc(c23)C1=O)N1CCN(Cc2ccc3c(c2)OCO3)CC1	-0.8	4	-0.9	2	0	-3	1	3	3	x
COc1ccc(CNC(=O)CSc2nc3ccccc3n2C(C)=O)cc1	0.2	-1	0.0	-9	-2	1	10	-3	0	0
CCOc1nc(OCC)nc(N2CCC(C)CC2)n1	1.7	-7	0.4	-12	4	3	9	1	-3	x
O=C(COc1ccc(F)c(Cl)c1)N1CCN(c2ccccn2)CC1	-0.2	1	0.3	-7	-1	2	18	-5	-5	-3
CCCCOC(=O)c1ccc(NC(=O)c2ccccc2OC)cc1	3.9	-24	0.3	1	-2	-1	-5	2	-7	-1
CCOc1c(C=C(C#N)C#N)c2ccccc2n1CC	-0.9	5	-1.8	0	-17	-1	-9	3	-3	-4
Cc1cc(Cl)ccc1Oc1ccccc1C(=O)CC#N	0.3	-2	-0.2	9	-2	3	15	-3	-3	-2
Cc1cc(/C=C2\SC(=S)NC2=O)c(C)n1-c1cccc(O)c1	4.2	-22	-1.3	-22	-5	-3	23	-11	7	3
Cc1ccc(OCCn2cc(C(=O)O)c3ccccc32)cc1	-0.2	1	-1.8	-3	1	2	-9	3	-1	4
Cc1cccn2c(=O)c(/C=C(\C#N)S(=O)(=O)c3ccc(Cl)cc3)c(N3CCC(C(N)=O)CC3)nc12	-0.5	3	-0.9	-12	0	2	-11	6	2	4
CCOC(=O)c1[nH]c(C)c(C(=O)NCCc2ccc(OC)cc2)c1C	-1.2	6	-0.6	-6	1	3	19	1	-3	x
CCc1ccc(NC(=O)c2ccc(Cn3cc([N+](=O)[O-])cn3)cc2)cc1	6.0	-30	-1.1	-6	-1	2	4	0	-10	-2
Cc1ccc(Cl)cc1NC(=S)N(CCCN1CCN(C)CC1)Cc1cccs1	0.4	-2	-6.2	8	-1	1	6	-2	4	-3
CCCOC(=O)/C(=C\C=C\c1ccco1)NC(=O)c1ccccc1	-3.5	16	2.1	11	-3	0	-6	5	-4	-2
CC(NC(=O)c1ccc2c(c1)OCO2)c1ccccc1 (stereo not drawn)	1.5	-12	0.1	-98	2	0	-22	0	0	x
COc1ccc(N2CCN(C(=O)c3ccc(CS(=O)c4cccc(C)c4)o3)CC2)cc1 (stereo not drawn)	0.1	0	0.1	-7	-2	1	-6	4	1	-5
Cc1cccc2nc(CSc3ncccc3C(=O)O)cn12	-2.8	14	0.7	-6	-2	2	-1	0	-1	-3
COc1ccc2[nH]c(C(=O)O)c(NS(=O)(=O)c3ccc(OC)c(OC)c3)c2c1	0.6	-3	1.4	16	6	-6	3	3	9	-2

Limited to LANA DNA inh, RTF Ca sens inh and OPRM1-OPRD1 inv (3 entries from above):
molecule	LANA DNA inh	RTF Ca sens inh	OPRM1-OPRD1 inv
CCOc1c(C=C(C#N)C#N)c2ccccc2n1CC	-1.8	0	5
Cc1cc(Cl)ccc1Oc1ccccc1C(=O)CC#N	-0.2	9	-2
Cc1cc(/C=C2\SC(=S)NC2=O)c(C)n1-c1cccc(O)c1	-1.3	-22	-22

Other entries follow:
SMILES	OPRM1-OPRD1 ag	OPRM1-OPRD1 inv	LANA DNA inh	RTF Ca sens inh	Keap1-Nrf2 PPI	V-ATPase pHluor	HTR5A inv ag	HTR5A ag ctr	RTF Ca sens act	CAL PDZ FP
O=c1nc(NCc2ccco2)sc2ncccc12	-0.6	3	0.1	-8	-8	1	4	-2	2	-3
CC(C)Oc1cccc(C(=O)NC(=S)N2CCN(c3ccc(C(F)(F)F)cc3[N+](=O)[O-])CC2)c1	0.6	-3	-0.9	-7	1	3	19	-9	-4	0
COCCOC(=O)c1c(C)oc2ccc(O)c(CN3CCC(C)CC3)c12 (tested in a mixture with another compound)	-3.4	17	0.3	-2	5	2	2	-1	-4	0
O=C(Nc1cccc(S(=O)(=O)N2CCOCC2)c1)[C@@H]1CCCN1S(=O)(=O)c1ccc(Cl)cc1	0.4	-2	-0.1	4	-2	1	-7	7	10	-1
O=C(NCCCCNC(=O)c1ccco1)c1ccco1	-1.0	6	-0.3	7	-4	-7	7	3	-9	4
Cc1ccc(C(=O)NCCN2C3=NC[C@H](Cc4ccc(O)cc4)N3C[C@H]2Cc2ccc(O)cc2)cc1Br	3.6	-20	-1.2	-8	-2	4	7	-1	3	-2
Cc1ccc(S(=O)(=O)N2CCC(C(=O)Nc3nnc(C4CCCC4)s3)CC2)cc1	0.0	0	0.5	-1	-3	-5	5	3	1	1
O=C(Nc1cccc(Cl)c1)c1nc[nH]c1C(=O)N1CCN(c2ccccc2)CC1	0.1	0	1.8	-6	2	-1	4	4	-2	-2
CCc1nnc(NC(=O)CSc2nc3[nH]ncc3c(=O)[nH]2)s1	-1.8	11	0.1	-2	0	1	0	3	-2	-1
CCOc1ccc(N2CC(C(=O)Nc3cc(C)on3)CC2=O)cc1 (stereo not drawn)	-3.4	16	0.8	4	-3	-5	3	1	2	-2
FC(F)(F)Oc1ccccc1-c1nnc(-c2cccc(C(F)(F)F)c2)o1	1.4	-7	0.1	1	-6	2	-9	1	-1	x
COc1ccc(C(=O)NCCC2=CCCCC2)cc1S(=O)(=O)N1CCOCC1	4.2	-27	0.0	2	-4	-1	4	-1	2	-3
CC(C)(CO)NCC(=O)Nc1cc(C(F)(F)F)cc(NC(=O)CNC(C)(C)CO)c1Cl	0.8	-4	-0.7	0	-2	0	23	7	1	-4
CCc1ccccc1NC(=O)CN1CCN(C(=O)CNC(=O)c2ccc(N3CCCC3=O)cc2)CC1	-4.8	19	1.3	-9	3	-6	0	0	-2	-1
O=C(/C=C/c1ccccc1)NCCSCc1ccc(Cl)cc1	4.8	-25	-0.5	-9	2	-2	8	-3	4	-2
CCOC(=O)N1CCC(NC(=O)c2ccc3c(c2)N=C(C)c2c(C)ccc(C)c2S3)CC1	-0.1	1	-1.1	-8	3	1	8	-2	-8	-6
COc1cc(SC)ccc1C(=O)N1CCN(Cc2ccccc2)CC1	-2.3	11	2.7	-11	4	0	15	-6	-2	0
Nn1c(SCC(=O)N2CCCCCC2)nnc1-c1ccncc1	-2.4	13	1.6	-2	-3	3	-10	-2	-3	x
CCNc1nc(SCC(=O)Nc2ccc(Cl)c(Cl)c2)nc(N2CCOCC2)n1	3.5	-27	1.2	10	0	2	-10	4	2	-2
COc1cc(OC)c(OC)cc1CNc1nnnn1C	-1.1	6	-0.7	1	-1	1	-11	-3	8	-4
Cc1ccc(C(C(=O)NC2CCCC2)N(C(=O)CCC(=O)Nc2cc(C)on2)c2ccccc2)cc1 (stereo not drawn)	-0.5	3	0.0	-16	-1	-6	0	2	8	1
Cc1ccc(CS(=O)Cc2ccc(C(=O)NC3CCCC(C)C3C)o2)cc1 (stereo not drawn)	-2.1	11	0.6	-3	-1	5	-2	0	0	-5
O=C(CSc1n[nH]c(=O)[nH]c1=O)c1ccc([N+](=O)[O-])cc1	3.1	-16	0.5	-7	-2	-1	7	4	2	-4
CCC1(CC)NC(=O)N(CC(=O)OC(C)C(=O)Nc2ccc(Cl)cn2)C1=O (stereo not drawn)	-2.3	12	-0.2	-5	-3	-3	-3	1	1	-5
CCCn1c(=N)n(CC(=O)O)c2ccccc21	-2.5	12	-0.3	-2	1	-1	-23	9	-4	-1
Cc1ccc(Cn2c(SCCN3CCCCC3)nc3c2c(=O)n(C)c(=O)n3C)cc1	-1.6	7	-0.9	1	-1	-4	1	2	-1	x
COc1ccc(S(=O)(=O)N2CCN(CC(=O)Nc3ccccc3Cl)CC2)cc1	-2.1	12	-0.9	-1	4	1	-18	0	-2	-2
CCCCc1nc(SCC(=O)Nc2ncccn2)n[nH]1	0.4	-2	-1.7	-3	0	2	-23	1	2	1
CCOc1ccc(-c2cc(C(=O)N3CCCC3)c3ccccc3n2)cc1	-2.5	13	1.7	-5	-1	1	11	0	-2	-4
CCc1ccccc1OCC(=O)Nc1cc(S(=O)(=O)N(CC)CC)ccc1N1CCOCC1	-0.1	1	-0.7	1	-9	-5	15	-6	1	7
Cc1ccc(NC(=O)CSc2nc(O)cc(=O)n2C)cc1	-1.6	10	0.6	0	-2	0	13	4	-4	-9
Cc1ccccc1-c1nnc(SCCOc2ccc3c(C)cc(=O)oc3c2)o1	1.1	-5	0.5	0	1	-3	6	-3	-5	-2
COc1ccc(C(CC(=O)N2CCCC(C)C2)c2c(O)cc(OC)cc2OC)cc1 (stereo not drawn)	-3.5	19	0.5	-4	-1	1	2	3	1	-5
CC(Sc1n[nH]c(N)n1)C(=O)Nc1ccccc1-c1ccccc1 (stereo not drawn)	-2.5	13	-0.3	-14	-6	0	9	3	7	x
Cc1ccc(CNC(=O)CCNC(=O)Cn2ccc3ccccc3c2=O)o1	-1.4	6	0.5	-7	2	1	-13	5	-3	2
Cc1cc(C(=O)NC2CCCc3c2cnn3-c2ccc(C)c(C)c2)n(C)n1 (stereo not drawn)	2.3	-16	1.1	-13	-5	1	-12	1	2	0
O=C1CSC(c2cccc([N+](=O)[O-])c2)N1Cc1ccccc1 (stereo not drawn)	-0.3	2	1.5	-4	4	-3	-11	3	0	-3
O=c1[nH][nH]c(=O)c2cc(N3CCCC3)ccc12	-1.6	10	0.6	0	0	1	8	1	2	-2
CCCCc1n[nH]c2c1/C(=N/O)CC(c1ccccc1)C2 (stereo not drawn)	-2.3	13	-1.2	2	-3	0	-30	11	-7	1
Cc1cc(C)n(C(=O)c2cccc([N+](=O)[O-])c2C)n1	-3.4	17	-1.9	-7	-1	0	2	0	-1	-3
O=C(Cn1ccc(NC(=O)OCc2ccccc2)nc1=O)NCCc1c[nH]c2ccccc12	0.2	-1	1.3	-8	-2	-2	1	11	-9	0
O=C1C=C(C2OC(CO)C(O)C2O)C(=O)N1 (stereo not drawn)	5.0	-25	-3.1	-1	-11	0	-43	3	13	3
CC(=O)NC(c1ccccc1)c1cc(Cl)c2cccnc2c1O (stereo not drawn)	0.9	-4	0.6	-1	2	-3	7	-2	-7	-6
Cc1ccc(C(=O)NC2CCN(Cc3ccccc3)CC2)cc1S(=O)(=O)N1CCOCC1	0.2	-1	2.0	-12	-2	4	7	3	0	-4
O=C(COc1ccccc1)NCC(=O)N/N=C/c1ccccc1	-2.0	11	28	1	0	0	-1	0	3	-5
COc1ccc(C(=O)N2CCCc3ccccc32)cc1	-1.8	10	-0.4	-7	-1	-3	0	0	-3	x
Cc1nc(Cc2ccccc2)sc1CC#N	-3.7	18	0.3	-3	0	-3	-26	7	-3	4
CCNS(=O)(=O)c1ccc(C)c(-n2cnnn2)c1C	-1.0	6	0.2	-7	4	-5	-22	7	-2	-1
